# TLR9-MyD88 block = inhibitors of human TLR9-MyD88 binding; inhibition, % at 4.98 µM; 0.21% of 340,000 active; CHO BLA complementation TLR9-MyD88, CCF4 FRET ratio; Q9NR96+Q99836;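 active means inhibition above the mean over all tested compounds plus 3 SD, cut at about 21% in these data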;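 further: 0% = DMSO only wells and 100% = clavulanate BLA inhibitor control wells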
# NOD2 RIPK2 PPI = NOD2-RIPK2 protein interaction inhibition; AID 624267; inhibition, % at 4.98 µM; O43353; 0.38% of 360,000 active; CHO BLA complementation NOD2-RIPK2, CCF4 ratio; in the data active means inhibition above about 21%;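 further: 0% = vehicle only and 100% = reference blocker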
# HTR2A ag = activates the mouse 5-HT2A serotonin receptor; 0.66% of 360,000 active; activation, % at 7.6 µM; CHO-K1 mHTR2A beta-arrestin complementation, luminescence; percent of 30 µM serotonin response;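 active means activation above a run cutoff, the mean activation of all tested compounds plus 3 SD, cut at about 14% in these data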;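 further: 0% = plate median of compound wells and 100% = 30 µM serotonin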
# N-glyco inh = N-linked glycosylation inhibition. reporter increase, % at 12.5 µM. AID 588692. D54 ERlucT glycosylation luciferase reporter, 24 h; percent of 100 nM tunicamycin response. 0.23% of 360,000 active;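 active means mean luciferase reporter signal, scaled so untreated is 0 and the glycosylation-blocking control 100, at or above a set limit in every replicate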;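 further: luciferase carries N-glycosylation sites so blocking glycosylation raises the light; 0% = median of neutral control wells and 100% = median of 100 nM tunicamycin wells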
# ABHD5-PLIN5 inh = blocks binding of human ABHD5 to perilipin-5; Q00G26+Q8WTS1; Split G. princeps luciferase complementation, luminescence, 4 h; inhibition, % at 4 µM; 0.78% of 360,000 active; AID 602281;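 active means inhibition above the mean inhibition across every tested compound plus 3 SD, cut at about 22% in these data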;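 further: 0% = DMSO only wells and the 100% control is not disclosed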
# MC4R ag barr = activates human MC4R beta-arrestin recruitment; P32245; U2OS MC4R beta-arrestin complementation, luminescence; percent of melanotan II response, DMSO zero; activation, % at 8.9 µM; 0.98% of 360,000 active;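 active means activation above a per-plate cutoff, the mean activation of sample wells on that plate plus 3 SD, cut at about 8% in these data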
# NCOA2 inhibitor = inhibits human steroid receptor coactivator 2; Q15596; HEK293 GAL4-SRC2 luciferase reporter, luminescence; inhibition, % at 9 µM; 0.17% of 370,000 active;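 active means inhibition above the mean inhibition of all tested compounds plus 3 SD, set per campaign, cut at about 52% in these data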;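 further: 0% = DMSO treated cells and 100% = cells given Gossypol at 36 µM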
# MC4R antag cAMP = human MC4R antagonism in cAMP assay | MC4R-expressing cells, MTII-stimulated cAMP, LANCE TR-FRET | AID 540295 | 0.48% of 360,000 active | inhibition, % at 6.5 µM;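 active means inhibition above its plate's cutoff, the mean of tested wells on that plate plus 3 SD, cut at about 29% in these data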;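 further: 0% = Melanotan II alone and 100% = Melanotan II plus saturating MCL0020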
#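 Material – human MC4R-expressing U2OS cells · Repeats – no replicates · Detection – TR-FRET with Eu-cAMP and labeled anti-cAMP, 671 nm · Times – compound 30 min, challenge 1 h, detection 1 h · Compound – single nominal compound dose of 6.5 µM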
# ABCB6 inh 2 = human ABCB6 transporter inhibition; K562-ABCB6 porphyrin accumulation, flow cytometry, 1 h; hits give low values; fluorescence ratio to DMSO, % at 10 µM; 0.19% of 360,000 active; AID 602162;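 active means fluorescence ratio to DMSO below 75%, the collection mean minus 3 SD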;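 further: signal is porphyrin accumulated inside mitochondria; 100% equals median channel fluorescence of DMSO control wells; lower ratio means ABCB6 inhibition with less porphyrin fluorescence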
# Target sequence (Q9NP58 whole entry, looked up): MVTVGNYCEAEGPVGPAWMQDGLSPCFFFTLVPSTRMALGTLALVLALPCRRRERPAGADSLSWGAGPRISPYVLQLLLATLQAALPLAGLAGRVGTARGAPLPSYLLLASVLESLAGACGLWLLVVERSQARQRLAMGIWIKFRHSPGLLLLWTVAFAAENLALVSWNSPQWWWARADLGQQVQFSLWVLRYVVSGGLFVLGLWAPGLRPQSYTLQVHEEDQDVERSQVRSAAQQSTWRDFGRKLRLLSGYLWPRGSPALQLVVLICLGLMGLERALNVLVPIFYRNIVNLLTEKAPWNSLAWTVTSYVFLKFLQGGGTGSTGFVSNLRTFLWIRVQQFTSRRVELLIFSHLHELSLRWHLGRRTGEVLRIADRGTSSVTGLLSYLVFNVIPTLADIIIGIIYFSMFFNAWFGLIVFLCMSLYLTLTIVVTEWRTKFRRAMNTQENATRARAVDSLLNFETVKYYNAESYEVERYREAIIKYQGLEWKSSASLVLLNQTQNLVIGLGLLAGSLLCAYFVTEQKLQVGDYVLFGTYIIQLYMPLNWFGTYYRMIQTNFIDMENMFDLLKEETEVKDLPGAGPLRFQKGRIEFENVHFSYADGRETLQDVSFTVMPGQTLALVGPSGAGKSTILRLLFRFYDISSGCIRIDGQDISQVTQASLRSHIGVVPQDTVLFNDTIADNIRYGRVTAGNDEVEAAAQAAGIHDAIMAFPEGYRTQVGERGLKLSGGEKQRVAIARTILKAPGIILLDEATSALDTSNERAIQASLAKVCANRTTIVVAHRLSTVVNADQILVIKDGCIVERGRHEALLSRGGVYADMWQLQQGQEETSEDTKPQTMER
# H9c2 protect = modulators protecting cardiomyocytes from myocardial damage. H9c2 cardiomyocytes, H2O2 injury protection, ATPLite, 2 h. protection from H2O2 cell death, % at 20 µM. 0.63% of 360,000 active. AID 588492;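 active means compounds giving at least 50% protection of heart cells from peroxide-induced death in the single-dose screen, raw or plate-pattern-corrected value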;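 further: 0% = DMSO wells with peroxide and 100% = DMSO wells without peroxide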
# * hit, by the source's call; nt = no result given. Only part of the results is shown (hit frequency here may not be typical).
SMILES,TLR9-MyD88 block,NOD2 RIPK2 PPI,HTR2A ag,N-glyco inh,ABHD5-PLIN5 inh,MC4R ag barr,NCOA2 inhibitor,MC4R antag cAMP,ABCB6 inh 2,H9c2 protect
Cc1ccc(C(O)Cn2cc([N+](=O)[O-])nc2C)cc1 (configuration not stated),2.9,2.1,-1.8,-3.3,-5.4,-3.2,-20.2,15.6,101.0,-0.8
O=[N+]([O-])c1ccc(C(O)CN2CCN(c3ccccc3)CC2)cc1 (configuration not stated),3.1,-3.0,6.0,2.7,6.1,-0.8,-27.1,25.9,100.0,-3.0
COc1cc(CCC(=O)OCC(=O)Nc2ccccc2C(C)C)cc(OC)c1OC,-1.1,-8.2,-1.1,5.1,-3.6,0.1,3.5,0.5,91.0,5.7
CC#CCN1C=C(C(=O)OCC)C(C)N(Cc2ccc(Br)cc2)S1(=O)=O (configuration not stated),-2.5,2.9,-4.1,-0.8,-10.5,-1.6,12.0,5.9,96.0,-1.5
CC(Sc1nnc(CN2CCCC2)n1Cc1ccccc1)C(=O)Nc1ccc(F)c(F)c1F (configuration not stated),-0.2,7.6,-0.2,-4.1,-11.0,3.9,11.7,17.1,98.0,2.6
COC(=O)c1ccc(CNC(=O)COC(=O)CC23CC4CC(CC(Br)(C4)C2)C3)cc1,3.1,-9.4,-4.3,2.6,-4.5,0.7,-17.3,0.2,223.0,-0.3
CC1(C)Cc2c(C#N)c(N3CCOCC3)nc(-c3ccccc3)c2CO1,5.7,-4.4,-0.3,0.4,-9.1,-0.3,6.0,8.6,108.0,-1.8
CSc1cccc(N2CC(C(=O)NCCN3C(=O)S/C(=C\c4cccnc4)C3=O)CC2=O)c1 (configuration not stated),1.0,6.8,12.2,0.3,9.9,-3.4,20.9,9.7,92.0,3.6
CSC1=NN(c2ccccc2)CN(c2ccccc2)N1C,-11.3,-6.2,-1.7,-0.9,-6.0,0.7,-28.2,2.4,98.0,-3.1
CN(C)CCN(Cc1ccccc1)c1ccnc(N(C)C)c1C#N,18.9,-3.4,-4.3,0.1,-2.6,-2.5,18.0,-2.0,99.0,17.6
CCOC(=O)CC(=O)Nc1ccc(C)cc1,-0.5,-10.3,1.5,1.3,3.7,-0.2,22.1,8.7,109.0,1.9
CC(=O)N1c2ccc(S(=O)(=O)N3CCCC(C(=O)NC4CCCC(C)C4C)C3)cc2CC1C (configuration not stated),9.6,6.9,-2.5,1.6,1.6,-0.7,4.5,-0.3,96.0,-3.4
CCn1c(C(O)c2cccc(OC)c2OC)nc2ccccc21 (configuration not stated),5.8,-10.0,0.4,-0.8,-3.2,0.3,-29.2,5.5,98.0,3.9
CN(Cc1ccc(OC(F)F)cc1)C(=O)C1CCN(S(=O)(=O)c2ccc3c(c2)OCCO3)CC1,-3.8,1.9,-1.8,2.3,-10.4,-1.6,13.1,8.7,92.0,-7.8
Oc1c(Cl)cc(Cl)cc1/C=N/c1nc(-c2ccc(Cl)cc2)cs1,3.7,7.8,-3.7,3.0,-7.3,-1.6,nt,34.4*,81.0,12.2
C=CCOc1ccc(/C=N/n2cncn2)cc1OC,-1.8,-11.6,2.9,-1.0,-4.0,-1.2,-12.4,-4.1,96.0,7.3
CCCCC[C@H](C)N1C[C@@H](COCc2ccccc2)Oc2cc(N3CCC[C@@H]3COC)ccc2S1(=O)=O,nt,1.5,2.8,nt,-7.6,nt,-26.2,nt,99.0,nt
Cc1cnc(NC(=O)c2ccc3ncsc3c2)s1,-7.7,-8.1,8.7,-8.4,2.0,0.1,-49.8,-5.9,94.0,-10.7
C[C@H](CO)N1C[C@H](C)[C@@H](CN(C)S(=O)(=O)c2ccccc2C#N)OCc2cn(nn2)CCCC1=O,-2.6,-1.8,2.5,2.3,-1.7,-1.6,20.5,10.6,90.0,-7.5
Cc1cc(NS(=O)(=O)c2ccc(NC(=O)COc3ccc(Cl)c(C)c3)cc2)no1,-7.5,4.7,4.9,-0.2,-10.0,1.9,10.3,7.2,100.0,-0.7
O=C(Nc1ccccc1)n1cc(-c2ccccn2)c(N2CCOCC2)n1,0.4,-11.4,-2.0,2.3,7.2,-2.8,8.9,-4.4,95.0,4.6
CCOC(=O)c1cccc(OS(=O)(=O)Cc2ccccc2)c1,nt,7.9,3.9,-4.6,-0.3,0.1,-26.6,0.7,97.0,-9.1
Cc1cnc(C)c(N2CCN(C(=O)C3CCC(=O)N(CCc4cccc(F)c4)C3)CC2)n1 (configuration not stated),-3.5,-2.8,3.6,-0.9,-3.3,-2.1,14.9,0.2,96.0,-1.8
Cc1ccc(C)c(S(=O)(=O)N(C)Cc2cccs2)c1,-6.0,-3.6,2.6,1.5,4.7,-0.6,-0.8,-0.6,94.0,-1.9
COc1ccc(CN(C(=O)CNC(=O)c2ccco2)C(C(=O)NCC2CCCO2)c2ccc(OC)c(OC)c2)cc1 (configuration not stated),-8.6,-2.7,0.2,0.2,1.0,-1.7,17.6,10.4,102.0,0.7
NNC(=O)c1nc2ccccc2s1,-1.4,6.8,-13.0,0.4,2.1,1.9,-60.0,6.9,107.0,2.4
Cn1c(SCC(=O)NCc2cccs2)nnc1-c1ccncc1,-1.6,-2.3,1.7,-1.1,-6.2,-2.2,-17.9,-1.1,95.0,4.0
Cc1ccc(NC(=O)C(C)N2CCOCC2)c(C(=O)c2ccccc2)c1 (configuration not stated),5.8,-5.8,1.1,1.9,-4.4,-1.2,2.2,5.6,96.0,-4.7
Cc1c(C(=O)NCc2cccc(C(F)(F)F)c2)sc(=O)n1Cc1ccccc1F,nt,1.7,24.8*,2.0,-7.4,1.1,-2.3,17.3,103.0,0.1
CCCCCCn1cc(CN2CC(N3CCN(Cc4cccc(C)c4)CC3)CS2(=O)=O)nn1 (configuration not stated),nt,-26.4,-1.4,nt,-1.4,nt,-13.6,nt,101.0,nt
O=C(CN1C(=O)CSC1=O)Nc1ccc(F)c(F)c1F,-22.8,-1.2,3.4,0.2,1.6,-2.5,-7.0,-5.8,92.0,6.1
O=C1CN(C(=O)c2cccc(S(=O)(=O)N3CCCC3)c2)c2ccccc2N1,-7.2,-6.4,0.9,-1.0,-1.3,-2.4,1.4,6.0,95.0,0.6
O=C(CCC(=O)N/N=C/c1ccc(Br)o1)N/N=C/c1ccc(Br)o1,-0.8,-9.9,-5.2,-0.5,4.2,-2.6,1.9,9.4,99.0,1.2
O=C1C=C(NC2CCCCC2)CCC1,11.1,4.7,5.0,0.5,-3.5,-0.6,-50.4,0.0,95.0,0.5
CC1(C)C[C@@H](O)CC2(C1)C[C@]1(C)CC(O)[C@H]2C(C)(C)C1 (some centres not stated),nt,4.1,0.1,-0.4,-2.6,5.7,-27.1,7.2,95.0,-1.5
COCCNC(=O)/C(C#N)=C/c1c(N2CCN(c3cccc(Cl)c3)CC2)nc2c(C)cccn2c1=O,-12.9,1.8,11.7,2.9,-7.4,-0.5,-4.7,6.3,102.0,21.5
COc1ccccc1N1CCN(C(c2cccs2)C(C)NC(=O)c2ccncc2)CC1 (configuration not stated),6.5,-19.9,2.7,1.4,1.8,-1.2,1.6,8.9,87.0,0.5
CC1CN(C(=O)COC(=O)c2c(Cl)cccc2Cl)CC(C)O1 (configuration not stated),4.7,0.1,3.8,-0.5,3.2,2.7,5.2,-0.1,92.0,14.2
CCOC(=O)c1oc2ccccc2c1COC(=O)CNC(=O)c1ccccc1F,-5.9,1.8,6.1,-0.7,2.1,0.8,-5.5,10.7,102.0,16.4
Cc1ccc(C(=O)NCCN(C)C)cc1C,-10.0,-0.4,2.8,1.6,0.3,-1.7,-0.6,2.1,99.0,-4.0

# Shown with two lines to a compound: part of the list above.
# Below each SMILES – TLR9-MyD88 block, NOD2 RIPK2 PPI, HTR2A ag, N-glyco inh, ABHD5-PLIN5 inh, MC4R ag barr, NCOA2 inhibitor, MC4R antag cAMP, ABCB6 inh 2, H9c2 protect
CC1CN(C(=O)COC(=O)c2c(Cl)cccc2Cl)CC(C)O1 (configuration not stated)
→ 4.7, 0.1, 3.8, -0.5, 3.2, 2.7, 5.2, -0.1, 92.0, 14.2
CCOC(=O)c1oc2ccccc2c1COC(=O)CNC(=O)c1ccccc1F
→ -5.9, 1.8, 6.1, -0.7, 2.1, 0.8, -5.5, 10.7, 102.0, 16.4
Cc1ccc(C(=O)NCCN(C)C)cc1C
→ -10.0, -0.4, 2.8, 1.6, 0.3, -1.7, -0.6, 2.1, 99.0, -4.0

# (listing goes on)
SMILES,TLR9-MyD88 block,NOD2 RIPK2 PPI,HTR2A ag,N-glyco inh,ABHD5-PLIN5 inh,MC4R ag barr,NCOA2 inhibitor,MC4R antag cAMP,ABCB6 inh 2,H9c2 protect
CCOc1ccc(C(=O)N2CCN(Cc3ccccc3)CC2)cc1,-1.5,-1.8,0.0,-5.0,-2.1,-0.7,6.0,6.7,95.0,7.5
COCCN(C(=O)COC(=O)CSc1ccc(Cl)cc1)c1c(N)n(Cc2ccccc2)c(=O)[nH]c1=O,7.2,5.7,5.8,-0.4,0.3,-1.4,3.6,1.7,84.0,-0.3
C[C@H]1CN([C@@H](C)CO)S(=O)(=O)c2ccc(Br)cc2O[C@@H]1CN(C)C(=O)Cc1ccccc1,-5.7,-0.6,-6.3,1.7,-3.1,-0.7,-10.9,5.5,103.0,7.9
CCN1CCCC1CNC(=O)c1cc2c(-c3ccc(Cl)cc3)nn(C)c2s1 (configuration not stated),-6.7,-1.1,7.0,-4.3,1.9,0.9,nt,3.4,97.0,6.8
Nc1ccc(S(=O)(=O)c2ccc(N3CCOCC3)c(N)c2)cc1,14.1,0.4,1.9,2.3,3.8,-0.5,-17.5,4.9,97.0,-5.6
CCC(O)c1c(-c2ccccc2)nn(C)c1Cl (configuration not stated),-3.3,-8.8,-0.4,0.0,-5.6,1.1,2.9,20.9,104.0,2.5
COc1cc(C2C(C#N)=C(N)Oc3n[nH]c(-c4ccncc4)c32)cc(OC)c1OC (configuration not stated),4.0,2.3,4.0,3.3,-11.7,1.3,1.2,19.1,92.0,-6.7
O=C(c1ccc(-n2cncn2)c2ccoc12)N1CCOCC1,nt,6.8,-3.8,-0.9,-0.8,-1.5,-1.6,0.9,101.0,2.3
Cc1ccc2c(N)c(C#N)sc2n1,1.5,-6.1,-1.2,0.8,3.6,-0.8,-44.1,-0.8,97.0,-2.5
C#CCNC(=O)C[C@@H]1C[C@@]2(C(=O)OC)CCCCC=C2N(Cc2ccccc2)C1=O,nt,0.4,-3.5,nt,4.8,nt,-3.7,nt,97.0,nt
NC(=O)COC(=O)c1cccc(S(=O)(=O)N2CCCCC2)c1,-7.7,3.1,2.3,2.4,-0.1,1.0,9.0,0.2,93.0,0.3
CN(CCc1ccccc1)c1ccc([N+](=O)[O-])cn1,5.5,6.1,-8.1,-0.2,1.9,0.8,16.2,-0.5,89.0,0.2
CSc1nc(S(=O)(=O)c2ccccc2)c(Cl)s1,-7.9,-7.0,6.2,0.0,1.3,-0.5,-6.4,15.1,98.0,4.4
NS(=O)(=O)c1ccc(-c2ccc(/C=N/NC(=O)c3ccccc3O)o2)cc1,6.3,7.0,-1.5,-1.9,7.4,-1.1,18.0,-7.3,95.0,13.8
COc1ccc(C(=O)NNC(=O)CSc2nnc(-c3cccnc3)o2)cc1,1.8,-21.5,-1.2,0.4,0.6,-2.1,-14.9,1.9,89.0,-2.4
